TbPYK inhibitor: qHTS of Trypanosoma Brucei Inhibitors; pyruvate kinase (Trypanosoma brucei), Q57TT1; TbPYK enzyme, Kinase-Glo Plus ATP luminescence, 45 min; Potency, µM (highest dose often 76.8 µM), inactives show at the highest dose activity, negative = inhibition, most hits filed as inhibitors; 410,000 tested, 0.12% active; AID 624173, 2012; note: potency is the fitted concentration of half-maximal effect; % is set by controls: 0 for no effect and ±100 for the full control effect; nearly all actives have a fitted effect of over 50% in size
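ADP (130 uM final) triggers the TbPYK reaction after compound addition; incubation is 45 min at room temperature. Kinase-Glo Plus is then added and luminescence imaged. Normalized data are fitted to concentration-effect curves.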
HCV inhibitor: qHTS Assay for Inhibitors of Hepatitis C Virus (HCV). Huh7.5.1 HCVcc-Cre infection, luciferase reporter, 44 h. Potency, µM (series often up to 41.8 µM), without a hit: top-dose activity change, negative = inhibition, hits mostly inhibitors. 340,000 tested, 3.4% active; note: potency is the fitted concentration of half-maximal effect; % is set by controls: 0 for no effect and ±100 for the full control effect
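Antiviral activity was scored by luciferase reporter output from cells infected with HCVcc-Cre (~0.5 moi) in presence of compound, 44 h infection period, cells seeded 1,000/well 4 h prior.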
LmPK inh: qHTS Assay for Inhibitors of Leishmania Mexicana Pyruvate Kinase (LmPK); 290,000 tested, 0.37% active; Q27686; purified LmPK, Kinase-Glo ATP luminescence, 1 h; AID 1721, 2009; Potency, µM (titrated, usually from 57.5 µM), for inactives: top-dose activity change, negative = inhibition, hits mostly inhibitors; note: potency is the fitted concentration of half-maximal effect; % is set by controls: 0 for no effect and ±100 for the full control effect
Target sequence (Q27686 whole entry, looked up): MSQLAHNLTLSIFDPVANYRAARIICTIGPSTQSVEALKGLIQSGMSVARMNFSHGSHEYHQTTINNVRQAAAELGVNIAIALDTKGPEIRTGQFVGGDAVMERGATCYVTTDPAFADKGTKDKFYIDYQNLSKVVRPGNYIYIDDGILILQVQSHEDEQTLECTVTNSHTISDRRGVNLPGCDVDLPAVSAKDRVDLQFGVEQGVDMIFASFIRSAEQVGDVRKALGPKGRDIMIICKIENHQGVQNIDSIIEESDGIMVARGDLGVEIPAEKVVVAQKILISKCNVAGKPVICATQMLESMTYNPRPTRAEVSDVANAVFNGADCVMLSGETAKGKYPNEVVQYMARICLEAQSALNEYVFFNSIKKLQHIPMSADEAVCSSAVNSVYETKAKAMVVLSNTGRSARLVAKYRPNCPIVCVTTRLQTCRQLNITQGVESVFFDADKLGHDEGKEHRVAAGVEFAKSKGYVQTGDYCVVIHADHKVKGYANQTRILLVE
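Screened at intermediate enzyme activity to detect both inhibitors and activators: LmPK at 0.1 nM, with a 0.5 nM enzyme column as activation reference. PEP 0.5 mM, ADP 0.1 mM; ATP detected by luminescence after 1 h.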
Pf growth 96h: Primary qHTS for delayed death inhibitors of the malarial parasite plastid, 96 hour incubation. P. falciparum luciferase reporter growth, 96 h. Potency, µM (top dose mostly 28.7 µM), for the others: at the highest dose activity change, negative = inhibition, hits mostly inhibitors. 320,000 tested, 6.9% active. AID 504834, 2011; note: potency is the fitted concentration of half-maximal effect; % is set by controls: 0 for no effect and ±100 for the full control effect
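Two-generation exposure (96 h) targets delayed-death phenotype. Reporter parasites carrying integrated firefly luciferase, in red cells at 2% hematocrit and 0.05% parasitemia final, kept at 37 C, 5% CO2; luminescence loss indicates inhibition.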
Shiga toxin inh: A qHTS for Small Molecule Inhibitors of Shiga Toxin; Vero cells, Shiga toxin protein synthesis inhibition reporter; inhibition, % at 38.7 µM; 290,000 tested, 9.2% active; AID 2315, 2010; in the data active = inhibition mostly above about 28%, no sharp cut-off; inactive = mostly below about 43%; note: 0% is about no effect
Pf growth 48h: Primary qHTS for delayed death inhibitors of the malarial parasite plastid, 48 hour incubation | P. falciparum luciferase growth in erythrocytes, 48 h | Potency, µM (titrated, usually from 28.7 µM), for inactives: at the highest dose activity change, negative = inhibition, usual class: inhibitors | 310,000 tested, 5.9% active | AID 504832, 2011; note: potency is the fitted concentration of half-maximal effect; % is set by controls: 0 for no effect and ±100 for the full control effect
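Parasite viability was followed by luminescence of a genomically integrated firefly luciferase. Cultures held 0.1% parasitemia at 2% hematocrit (final), incubated under 5% CO2 at 37 C.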
Cycloheximide cs: Cycloheximide Counterscreen for Small Molecule Inhibitors of Shiga Toxin. cell reporter, cycloheximide protein synthesis inhibition counterscreen. max response, %. 300,000 tested, 12% active. AID 2314, 2010; in the data active = max response mostly above about 13%, no sharp cut-off; inactive = mostly below about 14%; note: read at 38.3 µM for the half of the compounds with a filed dose; 0% is about no effect
* marks the source's active call; other numbers are inactive results; ? = inconclusive; · = no result given; [ ] = another dose, or the depositor's remark. Unless noted, calls come from the whole dose curve; as a rule, active = well fitted curve in the direction sought with a large enough effect; inconclusive = small, poorly fitted or top-dose-only effect, or another doubt; inactive = no such curve, though single readings can be large; an effect the other way counts as inactive or inconclusive. Hits appear at their usual frequency. About 24% of those tested had a hit in this group.

SMILES | TbPYK inhibitor | HCV inhibitor | LmPK inh | Pf growth 96h | Shiga toxin inh | Pf growth 48h | Cycloheximide cs
O=C(CS(=O)(=O)c1cn(CC(=O)N2CCOCC2)c2ccccc12)NCc1ccc(F)cc1 | -3% | 14% | -9% | ? | 10 | ? | -3
C=CCNC(=O)NC(=O)CN1C(=O)NC(c2ccccc2)(c2ccccc2)C1=O | -9% | 1% | 7% | 16% | -3 | 8% | -1
O=c1c(O)c(-c2cccs2)oc2ccc(Cl)cc12 | 1% | -14% | 14% | · | -13 | 4% | 9
COc1ccc(-n2c(O)c(/C=N/Nc3nc(C)cc(C)n3)c3ccccc3c2=O)cc1OC | -10% | 2.8µM* | -2% | ? | -5 | ? | 1
CC(C)=CCN1CCN(Cc2cnc(N3CCCC3)s2)CC1CCO (stereo unspecified) | 1% | 10% | -13% | -2% | -12 | -1% | -2
Fc1ccc(COc2cccc3cccnc23)cc1 | 13% | 2% | -19% | 51%[activator] | 91* | 1% | 41*
Cc1ccc(-c2nn(-c3ccccc3)cc2C(=O)N2CCN(C3CCS(=O)(=O)C3)CC2)cc1 (stereo unspecified) | -9% | 0% | · | ? | · | -8% | ·
COCCN1C(=O)C(CC(=O)Nc2ccc(C(=O)O)cc2)SC1=Nc1ccccc1 (stereo unspecified) | 4% | 7% | -8% | 68%[activator] | 10 | 9% | 1
NNC(=O)c1cc2c(N3CCC(Cc4ccccc4)CC3)ncnc2s1 | -4% | ? | 2% | ? | -8 | ? | -6
CCN1C(=NCCCOC(C)C)N[C@@H](CCc2ccccc2)[C@H](C(=O)NCCCOC(C)C)[C@H]1C | ? | -8% | -3% | 4.7µM* | -6 | 4.7µM* | -3
Cc1cc(C)c(NC(=O)c2sc3nc4c(cc3c2N)C(=O)CC(C)(C)C4)c(C)c1 | 0% | ? | -1% | -22% | -4 | -4% | -1
COc1cc(/C=N/NC(=O)c2ccncc2)ccc1OCC(=O)Nc1ccc(C)c(C)c1 | 1% | -28% | 2% | 10% | 40 | -10% | 13*
COc1ccc(C(=O)NCCCCCCNC(=O)c2ccc(OC)cc2)cc1 | 4% | -13% | -3% | 35%[activator] | 41 | 52%[activator] | 16*
O=C(Nn1c(=O)[nH]c2ccsc2c1=O)c1ccccc1 | -2% | 16% | 6% | · | 33 | 11% | 10
Cc1ccc(CN2CCN(C(=O)CCN3C(=O)c4ccccc4C3=O)CC2)cc1 | -4% | 1% | -4% | 25% | -7 | 5% | -4
C=CCNc1ncnc2c1[nH]c1ccc(Cl)cc12 | 1% | ? | 6% | · | 82* | ? | 37*
CCCCCn1c(SCc2cccc(C)c2)nc2c1c(=O)[nH]c(=O)n2C | -1% | ? | 4% | 9.3µM* | -3 | ? | 1
O=c1[nH]c(C2CCN(S(=O)(=O)c3ccc(S(=O)(=O)NC4CC4)cc3)CC2)nc2c1nnn2Cc1cccc(F)c1 | -4% | 12% | 0% | ? | 62 | 9.3µM* | -3
COc1ccc(CCNC(=O)/C=C/C(=O)O)cc1 | -11% | 15% | 5% | -5% | -8 | 4% | -2
CCS(=O)(=O)N1CCN(c2ccc(Cl)cc2[N+](=O)[O-])CC1 | -5% | 0% | 0% | 8% | 7 | 19% | 5
Cc1ccc(OC(=O)c2cc(=O)c3ccccc3o2)cc1 | 0% | 26% | -16% | ? | -6 | -4% | -3
Cc1[nH]c(C)c(S(=O)(=O)Nc2ccccc2)c1C(=O)N1CCCC1 | -3% | 8% | -9% | 15% | 3 | 8% | -3
COc1ccc(NC(=O)NCCCCc2ccccc2)c(OC)c1 | -4% | -24% | -1% | -2% | -14 | 0% | -3
Cc1ccccc1S(=O)(=O)Cc1ccc(C(=O)NCc2ccccc2)o1 | -2% | 12% | 1% | ? | -6 | 7% | -2
COc1ccc(C(=O)C2CCCN(Cc3c(F)ccc(F)c3F)C2)c(OC)c1 (stereo unspecified) | 2% | ? | -1% | -22% | -15 | ? | -2

Record cards, from the list above.
Cc1cc(C)c(NC(=O)c2sc3nc4c(cc3c2N)C(=O)CC(C)(C)C4)c(C)c1 is listed with TbPYK inhibitor = 0%; HCV inhibitor = ?; LmPK inh = -1%; Pf growth 96h = -22%; Shiga toxin inh = -4; Pf growth 48h = -4%; Cycloheximide cs = -1
Cc1ccc(OC(=O)c2cc(=O)c3ccccc3o2)cc1 is listed with TbPYK inhibitor = 0%; HCV inhibitor = 26%; LmPK inh = -16%; Pf growth 96h = ?; Shiga toxin inh = -6; Pf growth 48h = -4%; Cycloheximide cs = -3
O=C(CS(=O)(=O)c1cn(CC(=O)N2CCOCC2)c2ccccc12)NCc1ccc(F)cc1 is listed with TbPYK inhibitor = -3%; HCV inhibitor = 14%; LmPK inh = -9%; Pf growth 96h = ?; Shiga toxin inh = 10; Pf growth 48h = ?; Cycloheximide cs = -3

Additional compounds.
SMILES | TbPYK inhibitor | HCV inhibitor | LmPK inh | Pf growth 96h | Shiga toxin inh | Pf growth 48h | Cycloheximide cs
Fc1ccc(NC(=S)Nc2cc(Cl)ccc2Cl)cc1 | -6% | -11% | -1% | 63%[activator] | 3 | 20% | -1
CCOc1ccc(CN2CCN(C(=O)c3cccc(F)c3)CC2)cc1 | 7% | 11µM* | -1% | -15% | -4 | -2% | -1
CC(=O)Nc1ccc2[nH]ccc2c1 | 5% | 1% | 4% | 15% | 11 | 28% | -6
COc1cccc(NC(=O)CSCC(=O)O)c1 | -8% | 13% | 0% | 9% | -7 | · | 6
CCc1ccc(S(=O)(=O)Nc2c(C)nc3nc[nH]n3c2=O)cc1 | 1% | 17% | 5% | 10% | 4 | 6% | -3
Cc1cccn2cc(CCNC(=O)c3ccc(Br)o3)nc12 | 1% | 3% | 2% | ? | -7 | -13% | -2
COc1ccccc1CCC(=O)OCC(=O)Nc1ccc(C)c(S(=O)(=O)N2CCCCC2)c1 | 2% | 32%[activator] | · | ? | · | -11% | ·
CC(C(=O)c1ccc(Cl)cc1Cl)n1cncn1 (stereo unspecified) | 5% | 0% | 1% | 1% | 6 | ? | -7
CCc1ccc(NC(=O)CC2C(=O)N(c3ccc(Cl)cc3)C(=O)N2C2CCCC2)cc1 (stereo unspecified) | -5% | · | · | · | 6 | · | 19
COC(=O)c1ccccc1S(=O)(=O)C(C)(C)C | -21% | ? | 0% | 128%[activator] | -5 | ? | -3
Cc1ccc(Cc2cnc(NC(=O)C3CCCO3)s2)cc1 (stereo unspecified) | -11% | -2% | 4% | · | 138* | 325%[activator] | 34*
COc1ccc(NC2CCCN(C(=O)CCc3cccc(F)c3)C2)cc1 (stereo unspecified) | 0% | 13% | 0% | -30% | 15 | -21% | 4
C=CCNC(=O)/C(=C\c1ccc(Br)cc1)NC(=O)c1ccccc1OC | -1% | 14% | 0% | 19% | -5 | -46% | -1
O=C(O)c1cc2c(cc1NC(=O)c1ccccc1OC(F)F)OCCCO2 | -2% | 0% | -1% | -15% | -2 | 14% | -3
CCNC(=S)NNC(=O)c1ccccc1Cl | 4% | 12% | 5% | 17% | 4 | 11% | -2
O=C(Cn1nc(-c2ccc(Cl)cc2)c2ccccc2c1=O)Nc1cccnc1 | 2% | -26% | 0% | · | -33 | ? | -1
COc1ccc(-c2cc3nc(CCl)[nH]c(=O)c3s2)cc1 | -15% | ? | -19% | ? | -4 | ? | -4
COc1ccc(NC(=O)c2cccnc2NCCc2ccccc2)cc1 | 2% | ? | 1% | 1.5µM* | 8 | ? | 8
O=C(CSc1nc(Nc2ccccc2)nc(N2CCOCC2)n1)N1CCc2ccccc21 | 2% | -7% | 5% | -26% | -16 | -17% | -4
CCCCCC(=O)Nc1c2c(nc3ccccc13)CCC2 | 1% | -6% | 6% | ? | -2 | -3% | 2
CCCN(C(=O)c1nc2nccc(C)n2n1)c1c(N)n(Cc2ccccc2)c(=O)[nH]c1=O | -2% | -3% | · | -13% | · | -14% | ·
CCN(Cc1ccccc1)C(=O)c1[nH]c2ccc(OC)cc2c1C | -8% | 2% | 1% | -3% | -7 | 8% | -3
O=C1c2ccccc2C(O)(c2ncc[nH]2)N1CCc1ccccc1 (stereo unspecified) | -12% | 15% | 4% | · | 30 | -6% | 0
COc1cc(NC(=O)c2nnn(Cc3ccc(SC)cc3)c2N)cc(OC)c1 | -1% | ? | 6% | 12µM* | 27 | · | -1
Cc1ccc(C(=O)NCC(=O)Nc2ccc(C)c(S(=O)(=O)Nc3ccc(Cl)cc3)c2)s1 | 4% | -4% | 2% | -28% | 25 | ? | 5

The listing continues.
SMILES | TbPYK inhibitor | HCV inhibitor | LmPK inh | Pf growth 96h | Shiga toxin inh | Pf growth 48h | Cycloheximide cs
CCOc1ccc(NC(=O)c2ccc(S(=O)(=O)N3CCOCC3)cc2)cc1 | -1% | -1% | 7% | -15% | 2 | ? | 1
COc1ccc(/C=C/C(=O)c2c(C)nc3ccccn23)cc1 | 7% | -16% | -17% | ? | 107* | 36%[activator] | 48*
CCOc1ccccc1C(=O)NC(C(=O)NCc1ccc(F)cc1)C(C)C (stereo unspecified) | -6% | 1% | 6% | ? | -21 | -21% | 13
CC1(C)CC(=O)C2=C(C1)Nc1ccccc1S2 | -7% | ? | 2% | ? | -13 | ? | 5
COC(=O)N1[C@H](C)C=C[C@]1(Cc1ccccc1)C(=O)O | -4% | 24% | 3% | 10% | 9 | 34%[activator] | -4
COc1ccccc1NC(=O)CN1C(=O)NC(CC(C)C)C1=O (stereo unspecified) | -3% | 11% | 7% | 6% | -8 | · | -2
CN1CCN(c2ccc(NC(=O)c3cc4ccccc4o3)cc2)CC1 | 0% | ? | 0% | -2% | 57 | 1% | 33*
COc1ccc(-c2cc(C(=O)Nc3cc(Br)ccc3O)no2)cc1 | -1% | 15% | 4% | -1% | 41 | 10µM* | 23*
CCN(CC)S(=O)(=O)c1cccc(-c2nnc(SCc3ncc(-c4ccccc4)o3)n2C)c1 | -4% | -15% | 6% | 2%[5.75 µM] | -19 | ? | -5
CCCCCC[N+](C)(C)CC/C=C1/c2ccccc2Sc2ccc(Cl)cc21 | 0% | -9% | 5% | 2.1µM* | -5 | ? | -2
CCOc1ccccc1OC(=O)c1cc2ccccc2oc1=O | -16% | 4% | -1% | ? | 21 | 10% | 20
O=C(Cc1cccc2ccccc12)NN1C(=O)/C(=C\c2cccnc2)SC1=S | 1% | 1% | 1% | -4% | -7 | -9% | -3
CC(Oc1ccc(Cl)cc1Cl)/C(N)=N/O (stereo unspecified) | -1% | 13% | -2% | 0% | -15 | 36%[activator] | 1
O=C(Cn1c(=O)n(Cc2ccc(F)cc2)c(=O)c2ccccc21)NCC1CCCO1 (stereo unspecified) | -6% | -6% | 1% | 2% | -6 | -7% | -3
CC(C(=O)Nc1ccc2nccnc2c1)N1C(=O)C2C3C=CC(C3)C2C1=O (stereo unspecified) | -4% | 20% | -2% | 12% | -6 | 3% | -4
Cc1ccc(CN2CC(C(=O)Nc3cccc(C)n3)CC2=O)cc1 (stereo unspecified) | -1% | 18% | · | 34%[activator] | · | ? | ·

Source: PubChem BioAssay (National Center for Advancing Translational Sciences (NCATS))
